DYRK1A inh = rat Dyrk1A kinase inhibitors, primary screen, biochemical, single point, plate reader; ADP-Glo luminescence, NFATc1 peptide; inhibition, % at 12.5 µM; 0.43% of 310,000 active; in the data active = inhibition above about 50%;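 also: plate controls were vehicle with enzyme for no effect and no enzyme for full effect; many of its hits are not listed in these tables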
HDAC3 inh = HDAC3 deacetylase inhibitors, primary screen, biochemical, fluorescence, cell-free homogeneous | Histone deacetylase 3 (Homo sapiens), O15379 | recombinant HDAC3, fluorogenic peptide/trypsin coupled | inhibition, % at 8.3 µM | 0.15% of 320,000 active | AID 2718, 2010; in the data active = inhibition above about 26%, passing the limit was not always enough; inconclusive = no clear call, values can overlap the other calls
Target sequence (O15379 whole entry, looked up): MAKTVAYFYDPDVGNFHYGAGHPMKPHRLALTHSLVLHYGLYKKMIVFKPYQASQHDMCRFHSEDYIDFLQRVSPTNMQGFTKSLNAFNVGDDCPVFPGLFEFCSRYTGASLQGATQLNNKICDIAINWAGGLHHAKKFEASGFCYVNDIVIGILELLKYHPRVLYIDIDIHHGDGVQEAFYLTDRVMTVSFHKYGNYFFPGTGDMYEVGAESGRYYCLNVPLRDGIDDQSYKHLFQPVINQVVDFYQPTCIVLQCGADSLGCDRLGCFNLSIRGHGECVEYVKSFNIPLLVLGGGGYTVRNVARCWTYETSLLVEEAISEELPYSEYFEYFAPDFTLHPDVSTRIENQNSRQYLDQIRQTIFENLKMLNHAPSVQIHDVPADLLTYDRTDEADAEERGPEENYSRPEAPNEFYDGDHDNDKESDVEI
KCNK3 block = human KCNK3 channel inhibitors, primary screen, CHO cells, FluxOR thallium flux, B-score | FluxOR fluorescence; active compounds read low | 0.84% of 340,000 active | B-score at 10 µM | Potassium channel subfamily K member 3 (Homo sapiens), O14649;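 active = B-score under library mean minus 4 SD, starting fluorescence ratio at most library mean plus 5 SD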;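 also: more negative B-score means stronger inhibition of thallium flux through KCNK3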
Target sequence (O14649 whole entry, looked up): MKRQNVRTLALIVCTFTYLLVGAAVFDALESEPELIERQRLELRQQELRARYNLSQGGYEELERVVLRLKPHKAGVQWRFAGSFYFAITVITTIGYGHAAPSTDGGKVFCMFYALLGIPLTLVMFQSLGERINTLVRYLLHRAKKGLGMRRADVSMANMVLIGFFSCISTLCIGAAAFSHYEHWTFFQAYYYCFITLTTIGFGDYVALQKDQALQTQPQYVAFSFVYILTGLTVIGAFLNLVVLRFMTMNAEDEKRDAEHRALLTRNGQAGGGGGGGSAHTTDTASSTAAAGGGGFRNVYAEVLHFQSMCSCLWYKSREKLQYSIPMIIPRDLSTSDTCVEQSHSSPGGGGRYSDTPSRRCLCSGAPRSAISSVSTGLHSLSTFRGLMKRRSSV
* = called active by the depositor; i = inactive; ? = inconclusive; . = not tested or not shown. These rows are one share of the data; rates above refer to the full screens.

No.	DYRK1A inh	HDAC3 inh	KCNK3 block	SMILES
1	.	-10.0	i	C[C@@H]1COC(=O)[C@@H](Cc2ccc(F)cc2)C/C=C\C[C@@H](CC(=O)NCCO)C(=O)N1
2	.	-4.2	i	COC(=O)[C@]1(C)N[C@H](CN(C)C(=O)Nc2ccc(C(F)(F)F)cc2)[C@@H]2C(=O)N(C)C(=O)[C@@H]21
3	.	?	i	O=C1CCN(Cc2ccccc2)C=C1c1ccc(C(F)(F)F)cc1
4	.	13.0	i	Cc1cc(C)c(CN2CCN(C(=O)Cn3cnc4c(OCc5ccccc5)ncnc43)CC2)c(C)c1
5	.	1.8	i	CC(C)(C)NC(=O)CC1C[C@H](C(=O)N2CCOCC2)[C@@]2(CCC3CCCC3)c3[nH]c4ccccc4c3CCN2C1=O (stereo not given in full)
6	1.1	.	i	CC1=CC(c2ccccc2)=NS(=O)(=O)N1
7	-0.3	.	i	COc1ccc2[nH]c3c(c2c1)CCN1C(=O)C(CC(=O)NCCc2ccccn2)C[C@H](C(=O)N2CCOCC2)[C@@]31CCC1CCCC1 (stereo not given in full)
8	4.1	.	i	C=CCN1C=CC(=O)[C@@H](O)[C@H]1c1ccccc1Br
9	2.6	.	i	CCN(C[C@H]1N[C@@](C)(C(=O)OC)[C@H]2C(=O)N(C)C(=O)[C@@H]12)C(=O)c1ccc(C(C)(C)C)cc1
10	-2.7	.	i	O=C(Cc1cccc(NC(=O)C2CCN(C(=O)C3CC3)CC2)c1)Nc1cccc(C(=O)N2CCOCC2)c1
11	5.1	.	i	O=C(NOCc1ccccc1)c1coc(-c2ccccc2)n1
12	-1.1	.	i	CC(C)C(=O)N1CCN(c2ccccc2NC(=O)c2ccc3c(c2)OCCO3)CC1
13	2.1	.	i	COc1ccc(S(=O)(=O)N2CCCCC2)cc1NC(=O)CCC(=O)N1CCC(c2ccccc2)=N1
14	-2.5	.	i	CCN1C(=O)[C@H]2[C@H]3CN=C(SCc4ccc(C(=O)OC)cc4)N3[C@@](CC)(C(=O)OC)[C@H]2C1=O
15	-19.4	.	i	CCOC(=O)[C@H]1[C@H]2COc3ccc(OC)cc3[C@H]2N2C(=O)CN(Cc3ccccc3)C(=O)[C@@]12C
16	-9.7	.	i	COc1ccc(CNC(=O)C[C@H]2C[C@H](C(=O)N(C(C)C)C(C)C)[C@@]3(C)c4[nH]c5cc(-c6ccco6)ccc5c4CCN3C2=O)cc1OC
17	8.2	.	i	C[C@H]1[C@@H](c2ccccc2)Oc2ccc(Cl)cc2S(=O)(=O)N1Cc1ccc(F)cc1F
18	-0.7	.	i	CCCCCCCCNS(=O)(=O)CCNCCCC
19	-6.7	.	i	COc1ccc(CNCCS(=O)(=O)NC2CCCCC2)cc1
20	0.2	.	i	Cc1ccc(S(=O)(=O)N2[C@@H](c3ccc(C#N)cc3)C(C(=O)O)=C[C@H]2CC2CCCC2)cc1
21	-4.5	.	i	CC(C)C[C@@H](CN)NC(=O)c1nc[nH]c1C(=O)N[C@@H](CC(C)C)C(=O)CNC[C@H](C)NC(=O)c1nc[nH]c1C(=O)N[C@@H](C)C(=O)O
22	0.3	.	i	O=C(Cc1ccc(NC(=O)C2CCN(C(=O)C3CCCC3)CC2)cc1)Nc1cccc(C(=O)N2CCCCC2)c1
23	11.7	.	i	O=S1(=O)c2c(Oc3cccc4ccccc34)cccc2OC(COCc2ccccc2)CN1C1CCCC1 (stereo not given)
24	13.4	.	i	Cc1ccc(CNCCCn2cnc3c(OCc4ccccc4)ncnc32)o1
25	0.3	.	i	CCC(C)[C@H](NS(=O)(=O)c1ccc(F)cc1Br)C(=O)OC (stereo not given in full)
26	-1.1	.	i	C[C@H](CO)N1C[C@H](C)[C@@H](CN(C)C(=O)Nc2ccc(C(F)(F)F)cc2)Oc2c(NS(=O)(=O)c3ccc(F)cc3)cccc2C1=O
27	-1.4	.	i	CCN(C[C@H]1N[C@@](CC)(C(=O)OC)[C@H]2C(=O)N(C)C(=O)[C@@H]12)C(=O)c1ccc(F)cc1
28	-10.9	.	i	CC1CC(C)(C)CC2(C1)NC(=O)N(CC(=O)N1CCN(S(=O)(=O)c3cccc(Cl)c3Cl)CC1)C2=O (stereo not given)
29	-7.3	.	i	CC[C@]12c3[nH]c4cc(-c5ccco5)ccc4c3CCN1C(=O)[C@@H](CC(=O)NCc1ccco1)C[C@@H]2C(=O)N1CCN(C(=O)C2CC2)CC1
30	-1.2	.	i	COc1ccc2[nH]c3c(c2c1)CCN1C(=O)C(CC(=O)NC/C=C(\C)CCC=C(C)C)C[C@H](C(=O)N(C(C)C)C(C)C)[C@@]31C (stereo not given in full)

Only KCNK3 block and DYRK1A inh, for some of the entries so far:
| No. | molecule | KCNK3 block | DYRK1A inh |
| --- | --- | --- | --- |
| 23 | O=S1(=O)c2c(Oc3cccc4ccccc34)cccc2OC(COCc2ccccc2)CN1C1CCCC1 (stereo not given) | i | 11.7 |
| 2 | COC(=O)[C@]1(C)N[C@H](CN(C)C(=O)Nc2ccc(C(F)(F)F)cc2)[C@@H]2C(=O)N(C)C(=O)[C@@H]21 | i | . |
| 10 | O=C(Cc1cccc(NC(=O)C2CCN(C(=O)C3CC3)CC2)c1)Nc1cccc(C(=O)N2CCOCC2)c1 | i | -2.7 |

Remaining list, next part.
No.	DYRK1A inh	HDAC3 inh	KCNK3 block	SMILES
31	-12.6	.	i	Cc1cc(N2O[C@]34C=C[C@]25C[C@@H](O)CC[C@]5(C)C3CC[C@]2(C)[C@@H]([C@H](C)/C=C/[C@H](C)C(C)C)CC[C@H]24)no1 (stereo not given in full)
32	-4.2	.	i	COc1ccc2[nH]c3c(c2c1)CCN1C(=O)C(CC(=O)NC(C)(C)C)C[C@H](C(=O)N2CCCCC2)[C@@]31C (stereo not given in full)
33	-2.8	.	i	CCOC(=O)C1=CN(Cc2cccc(F)c2)S(=O)(=O)N(CC)C1c1ccc(C(F)(F)F)cc1 (stereo not given)
34	-2.7	.	i	O=C1OCCN1C(=O)[C@H]1[C@H](c2ccc(F)cc2)C(c2cccc(Cl)c2)=NN1c1ccc(Br)cc1
35	-0.8	.	i	COC(=O)[C@]1(Cc2ccccc2)N[C@H](CN(C)C(=O)NC(C)C)[C@@H]2C(=O)N(C)C(=O)[C@@H]21
36	-2.0	.	i	CN(C(=O)c1cccc(NC(=O)Cc2ccc(NC(=O)C3CCN(C(=O)c4ccccc4)CC3)cc2)c1)C1CC1
37	-3.7	.	i	COC(=O)[C@@]1(Cc2ccccc2)[C@H]2C(=O)N(Cc3ccccc3)C(=O)[C@H]2[C@H]2CN=C(SCC3CC3)N21
38	1.0	.	i	CC(=O)C[C@@H](O)CC(=O)[C@@H]1OC(=O)CCCCCc2ccccc21
39	-1.7	.	i	O=C(C[C@H]1C[C@H](C(=O)N2CCOCC2)[C@@]2(CCC3CCCC3)c3[nH]c4cc(-c5ccco5)ccc4c3CCN2C1=O)NCCc1ccccn1
40	1.7	.	i	CN(C(=O)c1cccc(NC(=O)Cc2ccc(NC(=O)C3CCCN(C(=O)C4CCC4)C3)cc2)c1)C1CCCCC1 (stereo not given)
41	-1.6	.	i	COC(=O)C1CC2=C(CC(C)(C)CC2=O)N(c2ccccc2)C1=O (stereo not given)
42	3.7	.	i	CC[C@H](C)[C@H]1CNC(=O)C(=O)N1CC1CCN(CC2CCC(C)CC2)CC1 (stereo not given in full)
43	1.3	.	i	COc1ccccc1N(C)S(=O)(=O)c1ccc(C(=O)NCc2ccccc2CN2CCCC2)cc1
44	-4.6	.	i	CCN1C[C@@H]2[C@@H]3C(=O)N(Cc4ccccc4)C(=O)[C@@H]3[C@](Cc3ccccc3)(C(=O)OC)N2C1=NC
45	-12.6	.	i	CC(C)N(C(=O)[C@H]1C[C@H](CC(=O)NCc2ccco2)C(=O)N2CCc3c([nH]c4cc(-c5ccco5)ccc34)[C@]12C)C(C)C
46	0.8	.	i	CN(C)C(=O)CCc1ccc2c3c([nH]c2c1)[C@]1(CCC2CCCC2)[C@@H](C(=O)N2CCOCC2)C[C@H](CC(=O)NCc2cccc(C(F)(F)F)c2)C(=O)N1CC3
47	-6.2	.	i	CCOC(=O)c1ccc(-c2ccc(-c3cc(=O)oc4cc(OC)c(OC)c(OC)c34)cc2)cc1
48	5.0	.	i	CCOC(=O)C1=CN(Cc2ccco2)S(=O)(=O)N(C)C1c1ccc(C(F)(F)F)cc1 (stereo not given)
49	-6.5	.	i	O=C(NC[C@@H]1CC[C@@H](Cc2ccc(-c3ccccc3)cc2)O1)Nc1ccc(Br)cc1
50	4.7	.	i	CN(C(=O)c1ccc(NC(=O)Cc2ccc(NC(=O)C3CCCN(S(=O)(=O)c4cccc([N+](=O)[O-])c4)C3)cc2)cc1)C1CCCC1 (stereo not given)
51	4.0	.	i	C[C@H]1CN([C@@H](C)CO)C(=O)Cc2cc(NC(=O)Cc3cn(C)c4ccccc34)ccc2O[C@@H]1CN(C)S(=O)(=O)c1cn(C)cn1
52	1.4	.	i	CN(Cc1ccccc1)C(=O)c1ccc(NC(=O)Cc2ccc(NC(=O)C3CCCN(C(=O)C4CC4)C3)cc2)cc1 (stereo not given)
53	-11.9	.	i	C[C@]12c3[nH]c4cc(-c5ccco5)ccc4c3CCN1C(=O)[C@@H](CC(=O)NCCN1CCOCC1)C[C@@H]2C(=O)N1CCCCC1
54	-3.3	.	i	C[C@@H]1CC=C[C@@H]2[C@H]1C(=O)N(Cc1ccccc1)[C@H]2c1cccc(Br)c1
55	-7.2	.	i	COc1ccc(CNC(=O)C[C@H]2C[C@H](C(=O)N3CCOCC3)[C@@]3(CCC4CCCC4)c4[nH]c5cc(-c6ccco6)ccc5c4CCN3C2=O)cc1OC
56	0.2	.	i	CCOC(=O)C1=CN(Cc2ccco2)S(=O)(=O)N(C)C1c1ccc(F)c(Cl)c1 (stereo not given)
57	0.4	.	i	CCOc1ccc(CCN2C(=O)C(=O)N([C@@H](CC(C)C)CN3CCC[C@@H]3CN3C(=O)C(=O)NC[C@@H]3Cc3ccccc3)C[C@@H]2CC(C)C)cc1
58	-11.6	.	i	Cc1cc(Oc2cccc3c2S(=O)(=O)N(C2CCCC2)CC(COCc2ccccc2)O3)cc(C)c1C (stereo not given)
59	1.9	.	i	CCNC(=O)N(C)C[C@H]1N[C@@](Cc2ccccc2)(C(=O)OC)[C@H]2C(=O)N(C)C(=O)[C@@H]12
60	0.6	.	i	COc1ccc(N2C(=O)[C@H]3CCC=C[C@H]3[C@@H]2c2ccccc2Br)cc1
61	1.3	.	i	COc1ccc2c(c1)c([C@@H]1[C@H](C)[C@H]3CCCC[C@H]3CN1S(=O)(=O)c1ccc(C)cc1)cn2C
62	8.2	.	i	CC(C)(C)OC(=O)N1CCCC(C(=O)Nc2ccc(C(=O)NC3CC3)cc2)C1 (stereo not given)
63	-0.3	.	i	COc1cc(OC)c2c(-c3cccc(/C=C/c4ccc(F)cc4)c3)cc(=O)oc2c1
64	2.1	.	i	O=C(Cc1cccc(NC(=O)C2CCN(S(=O)(=O)c3cccc([N+](=O)[O-])c3)CC2)c1)Nc1cccc(C(=O)N2CCOCC2)c1
65	8.3	.	i	NC(=O)c1ncn([C@@H]2O[C@H](CNS(=O)(=O)c3cc(S(=O)(=O)c4ccccc4)cs3)[C@@H](O)[C@H]2O)n1
66	-2.0	.	i	O=c1ccn([C@@H]2O[C@H](CNS(=O)(=O)c3cc4ccccc4s3)[C@@H](O)[C@H]2O)c(=O)[nH]1
67	-9.1	.	i	O=C(NCCCc1ccccc1)c1cccc(NC(=O)C2CCC2)c1
68	-2.5	.	i	C[C@H](CCC(=O)OCc1cn(CC(=O)c2ccc(O)cc2)nn1)C1CC[C@H]2[C@@H]3CC[C@@H]4C[C@H](O)CC[C@]4(C)[C@H]3C[C@H](O)[C@]12C (stereo not given in full)
69	-2.8	.	i	COc1ccccc1[C@H]1C(c2ccccc2)=NN(c2ccccc2)[C@@H]1CO
70	-1.6	.	i	CCOC(=O)C1=CN(Cc2cccc(F)c2)S(=O)(=O)NC1c1ccccc1 (stereo not given)
71	-2.7	.	i	CCCCn1c2c(cc(C(=O)OC)c1=O)C(=O)CCC2
72	-1.8	.	i	CN(C(=O)c1cccc(NC(=O)Cc2ccc(NC(=O)C3CCN(C(=O)C4CC4)CC3)cc2)c1)C1CCC1
73	-2.9	.	i	COC(=O)[C@@]1(Cc2ccccc2)[C@H]2C(=O)N(Cc3ccccc3)C(=O)[C@H]2[C@H]2CN=C(SCC(=O)c3ccccc3)N21
74	-3.4	.	i	CC(C)C[C@@H](CNCC(=O)[C@H](Cc1c[nH]c2ccccc12)NC(=O)c1[nH]cnc1C(=O)N[C@@H](C)CN)NC(=O)c1nc[nH]c1C(=O)N[C@@H](Cc1ccccc1)C(=O)O
75	3.6	.	i	CCC(=O)CN(Cc1cc(OC)ccc1OC)S(=O)(=O)c1ccccc1Br
76	-3.1	.	i	CN(C(=O)c1cccc(NC(=O)Cc2ccc(NC(=O)C3CCN(S(=O)(=O)c4cccc([N+](=O)[O-])c4)CC3)cc2)c1)C1CCCCC1
77	5.2	.	i	CCN(CC)C(=O)[C@H]1CC(CC(=O)NCC23CC4CC(CC(C4)C2)C3)C(=O)N2CCc3c([nH]c4ccccc34)[C@]12C (stereo not given in full)
78	-1.5	.	i	CCCCN1C=C(C(C)=O)C(=O)CC1
79	-2.0	.	i	CCN(C[C@H]1N[C@@](C)(C(=O)OC)[C@H]2C(=O)N(Cc3ccccc3)C(=O)[C@@H]12)C(=O)COC

Single records, from the list above:
CCCCN1C=C(C(C)=O)C(=O)CC1 is listed as DYRK1A inh = -1.5; HDAC3 inh = .; KCNK3 block = i
O=c1ccn([C@@H]2O[C@H](CNS(=O)(=O)c3cc4ccccc4s3)[C@@H](O)[C@H]2O)c(=O)[nH]1 is listed as DYRK1A inh = -2.0; HDAC3 inh = .; KCNK3 block = i
CCC(=O)CN(Cc1cc(OC)ccc1OC)S(=O)(=O)c1ccccc1Br is listed as DYRK1A inh = 3.6; HDAC3 inh = .; KCNK3 block = i
